M. tuberculosis HTS: M. tuberculosis growth inhibition, HTS (AID 449762) | M. tuberculosis H37Rv growth inhibition, 7H9 media; higher % means a stronger effect | inhibition, % at 25 µM; hits with a dose series show IC50 in µM | hit rate 0.59% among 330,000; in the data active = a potency from the dose series; inconclusive = inhibition above about 70% without an active follow-up result;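 note: bacterial growth assessed after seven days of incubation; strong numbers were not always called active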
influenza NS1A: H1N1 influenza NS1A inhibitors, functional cell based assay (AID 504329); NS1A functional cell-based assay, percent inhibition; higher % means a stronger effect; inhibition, % at 12.5 µM, or IC50 in µM where a hit was titrated; hit rate 0.3% among 340,000; in the data active = a potency from the dose series; inconclusive = inhibition above about 27% without an active follow-up result; note: strong numbers were not always called active
PhoP GFP inhibition: Inhibition of PhoP regulon, Salmonella typhi GFP reporter cells, confirmation, 4 h (AID 1850); Salmonella Typhi PhoP-promoter GFP reporter, fluorescence, 4 h; higher % means a stronger effect; hit rate 0.33% among 310,000; inhibition, % at 50 µM; hits with a dose series show IC50 in µM; in the data active = a potency from the dose series; inconclusive = inhibition mostly from about 25% at the one dose, without a potency; inactive = the rest, 99 in 100 with inhibition below about 19%;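 note: 0% = induced wells with vehicle and 100% = uninduced wells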
inhibitors of VEEV: inhibitors of VEEV TC-83 cytopathic effect, confirmation, Vero cells (AID 588727); Vero cells, VEEV TC-83 cytopathic effect inhibition; higher % means a stronger effect; inhibition, % at 20 µM, or IC50 in µM where a hit was titrated; hit rate 0.13% among 350,000; in the data active = a potency from the dose series; inconclusive = inhibition mostly from about 14% at the one dose, without a potency; inactive = the rest, 99 in 100 with inhibition below about 12%; note: strong numbers were not always called active
tuberculosis growth: growth inhibition of non-replicating M. tuberculosis (AID 488890); hit rate 0.39% among 320,000; Mycobacterium tuberculosis non-replicating, growth inhibition; higher % means a stronger effect; one-dose inhibition, % at 25 µM; IC50 in µM for titrated hits; in the data active = a potency from the dose series; inconclusive = inhibition mostly from about 82% at the one dose, without a potency; inactive = the rest, 99 in 100 with inhibition below about 76%;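 note: plate controls were DMSO cells for no effect and high antibiotic wells for full effect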
inhibitors of VEEV 10K pilot screen: second read-out of inhibitors of VEEV, no call of its own (marks repeat the call); inhibition, %; measured here: 10K pilot screen inhibition
* marks the source's active call; other numbers are inactive results; i = inactive; ? = inconclusive; / = not tested or not shown.

SMILES	M. tuberculosis HTS	influenza NS1A	PhoP GFP inhibition	inhibitors of VEEV	tuberculosis growth	others
COc1ccc(CCNC(=O)C(=O)NCC2OCCN2S(=O)(=O)c2ccc(Cl)cc2)cc1 (centres undefined)	-5.2%	6.9%	1.2%	0.4%	15.0%	inhibitors of VEEV 10K pilot screen=0.3
Cc1[nH]c2ccccc2c1Cc1nnc(SCc2ccccc2)o1	-4.3%	-1.1%	12.8%	4.5%	17.2%
CCC(C)NC(=O)c1oc2ccc(S(=O)(=O)N3CCC4(CC3)OCCO4)cc2c1C (centres undefined)	2.7%	2.3%	3.3%	2.6%	1.7%
N#Cc1c(NC(=O)CN2C(=O)c3ccccc3C2=O)oc(-c2ccccc2)c1-c1ccccc1	-3.5%	-11.6%	5.4%	5.6%	-8.1%
O=C(CSc1ncnc2nc[nH]c12)Nc1ccc(Br)cc1Cl	4.6%	-17.0%	13.4%	4.4%	-7.4%
Cc1cccc(NC(=O)CSc2nnc(-c3ccco3)o2)c1C	-4.7%	-14.1%	-3.2%	i	6.7%
CCCNC(=S)Nc1ccc(Oc2ccccc2)cc1	-11.0%	1.5%	-8.6%	3.8%	?
N#CCCn1cc(C(=O)Nc2ccc(C(=O)O)cc2)c(-c2cccc(Br)c2)n1	1.6%	0.0%	0.1%	0.2%	-8.4%
COC(=O)C1=C(c2c(C)noc2C)C[C@@H]2CC[C@H]1N2C(=O)NC1CC1	-15.7%	-20.1%	/	2.1%	0.8%
COc1ccccc1CCNC(=O)C(=O)Nc1cc2c3c(c1)CC(=O)N3CCC2	57.3%	1.5%	6.1%	8.8%	9.7%
O=C(c1ccco1)N1CCN(C(c2ccc(F)cc2)c2nnnn2Cc2cccs2)CC1 (centres undefined)	2.8%	-2.2%	-2.7%	4.0%	46.4%
COc1cc2c(cc1NC(=O)CSc1ccc(C)cc1)oc1ccccc12	?	-2.6%	3.2%	0.3%	7.7%
CC(=O)c1cccc(OCC(O)CNCC2COc3ccccc3O2)c1 (centres undefined)	0.1%	-11.0%	4.6%	i	34.9%
Cc1ccc(C(=O)N2CCC(N3CCC(C(=O)N4CCOCC4)CC3)CC2)cc1C	-15.2%	-6.6%	-2.4%	1.6%	-7.2%
COc1ccccc1NC(=O)c1ccc(S(=O)(=O)N(C)C)cc1	-13.6%	4.3%	-21.6%	3.3%	/
Cc1ccc(N(NC(=O)C(O)(c2ccccc2)c2ccccc2)C(=O)CCl)cc1	?	-2.6%	-5.2%	?	?
O=C(Oc1ccccc1-c1nnco1)c1ccc(Cl)cc1	10.3µM*	3.1%	-7.3%	0.5%	72.0%	inhibitors of VEEV 10K pilot screen=2.3
CCc1cc(C(=O)N2CCCC(CCC(=O)N3CCN(c4ccccn4)CC3)C2)no1 (centres undefined)	-6.5%	-9.5%	6.4%	1.4%	-2.9%
Cc1ccc(/C=N/NC(=S)Nc2cccc(S(=O)(=O)N(C)C)c2)o1	-8.5%	-0.1%	14.1%	44.3%	-14.8%
CC1CC(C)(C)N(C(=O)CN2CCN(C)CC2)c2ccccc21 (centres undefined)	7.4%	-0.5%	3.2%	0.5%	-7.4%
COc1ccc(NC(=O)NCCCN2CCc3ccccc3C2)cc1	1.3%	-0.7%	5.6%	0.8%	14.1%
COc1ccc(NC(=O)CCCc2ccccc2)c(OC)c1	3.3%	1.2%	-0.1%	0.6%	47.5%
Cc1cc(C(=O)Nc2ccc(S(=O)(=O)N3CCCC3)cc2)no1	5.2%	1.4%	1.0%	i	10.2%
CCOC(=O)C1CCN(C(=O)Nc2cccc(Cl)c2)CC1	3.1%	-10.3%	-3.3%	2.8%	34.9%
COc1ccc2cc(Br)ccc2c1CC(=O)NC1CC(C)(C)NC(C)(C)C1	2.6%	0.5%	-2.1%	i	42.5%
Cc1cccnc1CCNCc1c(C(=O)N2C[C@@H](C)O[C@@H](C)C2)nc2ccc(Cl)cn12	-1.4%	2.5%	7.3%	i	24.0%
CCCNC(=O)c1cc(Cl)c(NC(=O)C2=CSCCO2)cc1OC	8.9%	3.0%	5.6%	1.4%	15.2%
COC(=O)c1ccc(Cl)c(NC(=O)CN(c2ccc(OC)c(OC)c2)S(C)(=O)=O)c1	-0.5%	-7.1%	-8.4%	0.3%	5.3%
CSc1ccccc1NC(=O)c1cc2ncc(Br)cn2n1	-1.4%	19.2%	2.5%	3.5%	-10.7%
CCN(CC)C(=O)CN1C(=O)c2cccc3cccc1c23	0.4%	-20.1%	10.5%	i	-5.1%
CCN(C(=O)c1ccccc1F)c1nc(-c2ccc(OC)cc2)cs1	5.4%	-12.2%	-5.9%	2.6%	42.7%
CC(C)(C)c1nnc(NC(=O)Nc2ccc(Cl)cc2)s1	1.4%	-13.7%	5.6%	1.6%	1.4%
COC(=O)C1=C(C)N(CC2CC2)C(=NCCN2CCOCC2)N[C@H]1c1ccccc1	-6.4%	-6.3%	-21.7%	0.1%	39.5%
O=C(NCCc1ccccn1)c1nc(Cn2cc([N+](=O)[O-])cn2)no1	-3.6%	2.6%	1.9%	7.9%	-36.2%
Cc1ccc(-n2[nH]c(C)c(/C=N/NC(=O)c3cccc([N+](=O)[O-])c3)c2=O)cc1C	21.0%	/	-6.9%	/	50.7%
CCOc1ccc(NC(=O)COC(=O)c2ncc(Cl)c(Cl)c2Cl)cc1	-0.8%	5.0%	4.2%	i	-5.9%
CCCN(CC(=O)Nc1ccc(F)c(F)c1F)C(=O)c1ccc2c(c1)NC(=O)CS2	1.7%	4.2%	/	8.2%	30.4%
CN(Cc1ccccc1)S(=O)(=O)c1ccc(Cl)c(C(=O)NCCCN2CCOCC2)c1	-7.2%	-14.8%	12.2%	0.6%	-12.4%
N#Cc1cccc(NC(=S)Nc2ccccc2)c1	-6.6%	2.0%	-5.2%	0.8%	51.0%
CC(C)(C)n1cnc2cc(NCc3cccs3)ccc21	1.3%	-1.1%	-5.1%	2.2%	20.6%
COc1ccc(C(=O)N2CCC(C(=O)c3ccc(F)cc3)CC2)cc1	-4.8%	4.3%	-11.3%	2.5%	21.2%
O=C(Nc1ccccc1O)/C(=C\c1ccccc1)NC(=O)c1ccccc1	3.7%	-4.6%	1.9%	1.0%	17.1%
O=C1NC(=O)C(Nc2ccccc2)C(=O)N1	/	1.1%	/	i	/
CCOC(=O)c1sc(N)c(C(=O)OCC)c1C	12.1%	/	-2.8%	1.1%	9.5%
CCOC(=O)c1ccc(NC(=O)CCNC(=O)c2ccc([N+](=O)[O-])cc2)cc1	?	3.7%	1.4%	0.4%	29.8%

4 entries drawn at random from those above, as already listed:
SMILES	M. tuberculosis HTS	influenza NS1A	PhoP GFP inhibition	inhibitors of VEEV	tuberculosis growth	others
CSc1ccccc1NC(=O)c1cc2ncc(Br)cn2n1	-1.4%	19.2%	2.5%	3.5%	-10.7%
COc1ccc(CCNC(=O)C(=O)NCC2OCCN2S(=O)(=O)c2ccc(Cl)cc2)cc1 (centres undefined)	-5.2%	6.9%	1.2%	0.4%	15.0%	inhibitors of VEEV 10K pilot screen=0.3
N#CCCn1cc(C(=O)Nc2ccc(C(=O)O)cc2)c(-c2cccc(Br)c2)n1	1.6%	0.0%	0.1%	0.2%	-8.4%
COC(=O)C1=C(C)N(CC2CC2)C(=NCCN2CCOCC2)N[C@H]1c1ccccc1	-6.4%	-6.3%	-21.7%	0.1%	39.5%

Reprinted from the listing, 2 compounds:
SMILES	M. tuberculosis HTS	influenza NS1A	PhoP GFP inhibition	inhibitors of VEEV	tuberculosis growth	others
CC(C)(C)c1nnc(NC(=O)Nc2ccc(Cl)cc2)s1	1.4%	-13.7%	5.6%	1.6%	1.4%
COC(=O)C1=C(C)N(CC2CC2)C(=NCCN2CCOCC2)N[C@H]1c1ccccc1	-6.4%	-6.3%	-21.7%	0.1%	39.5%

(listing goes on)
SMILES	M. tuberculosis HTS	influenza NS1A	PhoP GFP inhibition	inhibitors of VEEV	tuberculosis growth	others
Cc1cccc(C)c1NC(=O)CSc1nnc(NC(=O)C2CC2)s1	-2.2%	-6.2%	5.7%	2.4%	-13.4%
COCCC(=O)Nc1ccc2c(c1)CN(C(=O)CCOC)CC2	-7.0%	0.9%	0.4%	i	-4.9%
COc1ccc(CC2(C)OC(c3ccc([N+](=O)[O-])cc3)=NN2C(C)=O)cc1 (centres undefined)	7.3%	9.0%	1.2%	0.7%	10.4%
Nc1nc(-c2ccccc2)cc(-c2ccccc2O)n1	12.6%	4.5%	-10.1%	6.5%	15.1%
CCOC(=O)c1nc(Nc2ccc(C)cc2)c2ccccc2n1	-5.3%	-12.0%	-19.1%	10.1%	9.0%	inhibitors of VEEV 10K pilot screen=3.7
CSc1ccccc1C(=O)OCC(=O)NC1CCS(=O)(=O)C1 (centres undefined)	-0.3%	-4.0%	1.4%	2.1%	-3.9%
C=C(C=O)C[C@@H]1C[C@H](O)C2OC3C[C@]4(C)OC5/C=C\CC6OC7C(CC=CCC6OC5CCCC4OC3CC2O1)OC1CC2OC3CC(=O)OC3C[C@@H](C)C[C@@]2(C)OC1C[C@@H]7C (some centres undefined)	18.7%	/	/	/	73.8%
COCCN(C(=O)COC(=O)CCS(=O)(=O)c1ccccc1)c1c(N)n(Cc2ccccc2)c(=O)[nH]c1=O	-3.7%	1.4%	2.1%	i	1.9%
CCn1c(Cc2ccccc2)nnc1SCc1nc2ccccc2c(=O)[nH]1	-6.8%	5.4%	8.7%	i	-12.0%
COc1cc(/C=N/NC(=O)c2sc(N)c(C#N)c2C)ccc1O	-2.0%	-5.7%	2.6%	11.8%	8.9%
COC(=O)C1=C(O)/C(=C/c2ccc(OCC(=O)Nc3ccccc3)cc2)N=C1C	2.4%	-12.5%	-3.4%	3.3%	24.0%
C=CCn1ccc(=O)nc1SC	/	0.2%	/	1.5%	/
O=c1c(-c2ccccc2)n[nH]c2ccccc12	3.0%	-2.7%	-6.2%	5.8%	-4.6%
O=C(NCc1ccc2c(c1)OCO2)C1CCC(CNS(=O)(=O)c2cccc3nsnc23)CC1 (centres undefined)	-6.8%	-2.3%	-9.7%	1.8%	/
COc1cc(Nc2ccc(S(=O)(=O)N3CCN(C)CC3)cc2[N+](=O)[O-])cc(OC)c1	3.3%	18.2%	8.2%	1.9%	-9.9%
CCCCCCSc1nc2c(c(=O)[nH]c(=O)n2C)n1C	-2.7%	-6.8%	3.4%	1.6%	41.5%
Cc1nn(Cc2ccccc2)c(C)c1CNC(=O)[C@H](C)N=C1NS(=O)(=O)c2ccccc21	6.6%	-1.0%	/	0.7%	32.6%
O=[N+]([O-])c1cccc(COc2ccccc2CN2CCCCC2)c1	/	-4.0%	/	i	/
CCOC(=O)C1=C(C)N(C)C(=S)NC1c1c(OCC)ccc2ccccc12 (centres undefined)	-0.1%	-6.3%	0.2%	1.2%	5.2%
COc1ccc(N2CCN(C(=O)C3CCCN(S(=O)(=O)c4ccc(C)cc4)C3)CC2)cc1 (centres undefined)	5.5%	11.9%	-14.2%	0.3%	16.6%
O=C1CC2(CCCCCC2)Oc2ccc(Cl)cc21	-5.8%	2.2%	-36.5%	0.6%	-6.6%
CCC1Sc2ccc(S(=O)(=O)CCC(=O)Nc3cc(C)ccn3)cc2NC1=O (centres undefined)	2.9%	-2.5%	-4.4%	1.0%	2.1%
CC1=Nn2c(nnc2-c2n[nH]c3c2CCC3)SC1	-6.0%	4.7%	3.9%	1.4%	0.9%
CCOC(=O)C1CCN(c2c(NCCCN3CCN(Cc4ccccc4)CC3)c(=O)c2=O)CC1	-5.5%	2.1%	9.7%	i	-2.8%
COC(=O)c1c(Cc2ccccc2Cl)c[nH]c1C	6.8%	1.3%	-9.6%	i	3.7%
O=C(NNC(=O)C1CC(c2cccnc2)=NO1)Nc1cccc(F)c1 (centres undefined)	-2.4%	-3.8%	-0.8%	0.9%	0.5%
C/C(CC(=O)NC1C2CC3CC(C2)CC1C3)=N\NC(=O)Cc1cccs1 (centres undefined)	0.1%	1.3%	5.9%	0.4%	-0.9%
CC(=O)c1c(C)n([O-])c2cc(F)c(F)cc2[n+]1=O	97.3%	-13.2%	22.5%	4.1%	11.3%
O=C(N/N=C/c1ccc(F)cc1)c1ccccc1	-0.8%	2.4%	-3.9%	1.7%	6.6%
COc1ccc(CNC(=O)CN(C(=O)c2csnn2)c2ccc(C(C)=O)cc2)cc1	-2.2%	-8.1%	4.7%	i	-13.4%
CC(C)OCCCNC(=O)CN1C(=O)c2cccc3cccc1c23	-6.9%	-13.0%	5.1%	0.1%	1.1%

Screening results deposited in PubChem by Southern Research Specialized Biocontainment Screening Center.
